Compound activity deposited in PubChem by several laboratories.
PMI inhibition – human PMI inhibitors, high substrate, primary screen, biochemical, fluorescence intensity, high mannose 6-phosphate (AID 1220). recombinant PMI enzyme, coupled fluorescence intensity; higher % means a stronger effect. one-dose inhibition, % at 20 µM; IC50 in µM for titrated hits. Mannose-6-phosphate isomerase (Homo sapiens). hit rate 0.66% among 190,000
Ins promoter up – insulin promoter activators in MIN6 cells, imaging, high-content screening, mouse beta cells. MIN6 insulin promoter-GFP reporter; hits give high values. z-score at 5 µM. hit rate 0.3% among 190,000;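 active means z-score above 3 at 5 µM with at least 500 cells counted in the well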
TNAP activators – human TNAP enzyme activators, primary screen, biochemical, luminescent, no phosphate acceptor, uHTS (AID 1001); Alkaline phosphatase, tissue-nonspecific isozyme (Homo sapiens); purified TNAP, luminescent activation assay, no phosphate acceptor; higher activation fold means a stronger effect; activation fold at 20 µM, or EC50 in µM where a hit was titrated; hit rate 0.03% among 200,000; in the data active means activation fold from about 3, or a potency from the dose series; inactive means the rest, 99 in 100 with activation fold below about 1.6; further: many of its hits are not listed in these tables
MT stabilize HCS – microtubule stabilizers in HeLa cells, primary screen, imaging, high-content imaging; HeLa tubulin immunostaining HCS, 24 h; share of cells brighter than vehicle mean+2SD; % tubulin-high responders, % at 10 µM; hit rate 0.83% among 200,000; AID 2205, 2009;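 active means plate Z-score above 3 for both tubulin-high and condensed-nucleus cell shares, with cell loss under 80%, at 10 µM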;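 further: anti alpha tubulin signal scored within the nucleus-defined area of each cell; some results filed as inactive read as strong as hits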
Lipid droplet – inhibitors of hepatocyte lipid droplet formation, primary screen, imaging, high-throughput imaging, BODIPY stain; hit rate 0.4% among 240,000; AML12 mouse hepatocytes, oleate lipid droplets; inhibition, % at 6.5 µM;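 active means lipid droplet intensity inhibited by at least 50%, with more than 500 cells counted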
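Material – AML12 mouse liver cells · Also added – oleate loading, 100 µM · Compound dosing – 6.5 µM single-point dosing · Times – overnight treatment with compound plus oleate · Measured by – fluorescence imaging, 20x objective, two fields per well · Read-out – percent inhibition of filter-corrected integrated lipid droplet intensity per well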
T cell HTS – modulators of CD8 T cell-vesicle binding, primary screen, mouse 2C CD8+ T cells, flow cytometry; 2C CD8+ T cell-vesicle binding; hits give low values; calls only at 7 µM; hit rate 0.068% among 330,000; AID 2052, 2009;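 active means response, share of CD8 T cells binding vesicles, and their 90th percentile fluorescence all below set limits, cut at about 80% in these data, passing the limit was not always enough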
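Test system: purified 2C TCR transgenic mouse naive CD8+ T cells. Probe or stimulus: QL9-peptide-loaded Drosophila micro-vesicles bearing Ld, ICAM-1 and B7-1. Incubation: binding step 1.5 h, 37 °C, antibody labelling 20 min, ice. Measured by: flow cytometry of vesicle-bound cells.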
human PMI inhibition – inhibitors of human PMI, primary screen, biochemical, fluorescence intensity, coupled assay (AID 1209); hit rate 0.42% among 190,000; Mannose-6-phosphate isomerase (Homo sapiens); purified PMI enzyme, coupled fluorescence intensity; higher % means a stronger effect; one-dose inhibition, % at 20 µM; IC50 in µM for titrated hits;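 further: plate controls were DMSO vehicle for no effect and wells lacking substrate for full effect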
bCat nuc transl – modulators of beta-catenin nuclear translocation, primary screen, imaging, HeLa cells, immunofluorescence, high-content. nuclear translocation activity, % at 5 µM. hit rate 0.3% among 190,000;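 active means nuclear translocation activity above 50% at 5 µM, with a well cell count of 50 or more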;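 further: per-cell ratio of nuclear to cytoplasmic median beta-catenin stain intensity; plate controls were DMSO negative control for no effect and GSK-3 inhibitor IX positive control for full effect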
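Read-out: Nuclear/cytoplasmic beta-catenin signal ratio, % activation | Assay system: Human HeLa cell line | Times: 24 h compound exposure at 37°C, 5% CO2 | Signal: Fluorescence imaging of beta-catenin antibody stain plus DAPI | Dosing: 5 µM primary, 0.02–20 µM confirmation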
Autophagy HCS – autophagy modulators in MEF cells, primary screen, imaging, high-content, MEF GFP-LC3; MEF GFP-LC3 puncta imaging; test concentration mostly 10 µM; calls only at 10 µM (by protocol); hit rate 0.98% among 190,000;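 active means percentage of spot-positive cells more than 3 SD above its plate mean, without a fluorescence outlier flag or 80% toxicity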;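 further: spot-positive cell cutoff set from DMSO-treated cells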
Ins promoter up cell count – further read-out of Ins promoter up, marked with its call; cell count; measured here: cytotoxicity, nuclei count;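 total cells summed across four imaged fields per well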
Lipid droplet cells 6.5 µM – also measured in Lipid droplet; calls as there; cell count; measured here: cell count, cytotoxicity flag;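 cells counted across two imaged fields per well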
bCat nuc transl cell count 5 µM – also measured in bCat nuc transl; calls as there; cell count; measured here: cell count, cytotoxicity flag
T cell HTS vesicle-bound % – also measured in T cell HTS; calls as there; double positive events, %; measured here: CD8+ vesicle-bound cell fraction;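 binding gate set so that unloaded-vesicle control wells show 10% double positive cells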
MT stabilize HCS Hoechst-high % – also measured in MT stabilize HCS; calls as there; % Hoechst-high responders; measured here: nuclear condensation Hoechst responders;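 share of cells brighter than vehicle mean plus two SD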
MT stabilize HCS cytotoxicity % – second read-out of MT stabilize HCS, no call of its own (marks repeat the call); toxicity, %; measured here: cytotoxicity by cell density;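 0% = mean cell density of plate MIN control wells and 100% = no cells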
Autophagy HCS cell loss 18 h – recorded beside Autophagy HCS, whose call it bears; toxicity, %; measured here: cell loss, nuclei count;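 cell loss after 18 h compound exposure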
An asterisk follows results filed as active; i = inactive; . = no result given. Unless noted, no stated cut-off is given here; in the data, active means inhibition above about 50%; inactive means the rest. Random draw from the library; overall some 2.9% were active at least once.

Order of results: bCat nuc transl	Lipid droplet cells 6.5 µM	T cell HTS vesicle-bound %	Ins promoter up cell count	MT stabilize HCS cytotoxicity %	Ins promoter up	T cell HTS	Autophagy HCS cell loss 18 h	MT stabilize HCS	bCat nuc transl cell count 5 µM	TNAP activators	MT stabilize HCS Hoechst-high %	human PMI inhibition	Lipid droplet	PMI inhibition	Autophagy HCS
> CCC1C(=O)N(C)CCc2ccccc21 (stereo not given)
  .	729	7.1	1258	3.5	-0.1	i	-11.0	6.2	.	1.1	2.6	-5.7%	-20.7	-11.3%	i
> CCCc1nc2oc(C(=O)OCC)c(N)c2c2c1COC(C)(C)C2
  1.7	.	32.8	892	3.8	0.07	i	-4.9	3.0	1213	1.1	1.6	-0.4%	.	-4.1%	i
> CC(C(=O)NCc1cccnc1)N1C(=O)c2ccccc2C1=O (stereo not given)
  -1.2	752	47.9	.	19.2	.	i	-6.2	2.0	1188	1.1	2.1	-12.9%	-6.4	-13.0%	i
> COc1cccc(C(=O)Nc2ccc(F)cc2F)c1
  .	758	2.7	.	6.0	.	i	-5.0	1.9	.	1	1.6	-0.9%	-5.9	-2.7%	i
> Nc1ccc2nc3c(=O)n(CCc4ccccc4)c(=O)[nH]c3nc2c1
  1.1	705	49.8	985	.	1.22	i	.	.	1353	.	.	.	5.9	.	.
> CCCNc1nc2ccccc2c(=O)[nH]1
  -1.8	746	38.3	1314	6.4	0.62	i	-1.4	5.1	1227	1	2.1	-24.4%	-4.6	-18.0%	i
> COc1cc(C(=S)N2CCOCC2)cc(OC)c1OC
  0.1	775	23.8	1092	.	-0.52	i	.	.	1342	.	.	.	2.3	.	.
> CCOC(=O)c1sc(NC(=O)C2CC2)cc1C
  -2.6	744	27.7	1160	5.8	0.08	i	0.3	2.5	1217	1.1	5.1	-1.7%	20.3	1.1%	i
> CCN1CCN(C(CNC(=O)c2ccc3c(c2)OCO3)c2cccnc2)CC1 (stereo not given)
  0.9	638	48.6	.	2.9	.	i	.	5.7	1095	1	1.9	17.0%	3.9	14.1%	.
> Cc1cccc(C)c1NC(=O)COC(=O)CCC(=O)c1cccs1
  -1.8	690	35.4	1204	10.9	1.04	i	7.7	2.4	1134	1	2.9	-5.6%	2.1	-3.1%	i
> CN1CCN(C(=O)C2(NC(=O)NCc3ccccc3)CCCCC2)CC1
  -0.4	768	49.5	1318	4.2	0.24	i	-6.4	4.7	1145	1	2.5	-20.6%	16.5	-18.1%	i
> O=C(Nc1cc(Cl)cc(Cl)c1)c1coc(=O)c(Br)c1
  1.5	682	8.2	1238	.	0.12	i	.	.	939	.	.	.	-3.5	.	.
> Cc1ccc(-n2ncc3c(=O)n(CC(=O)OCc4ccccc4)cnc32)cc1
  -1.0	.	47.4	885	5.3	0.32	i	-18.9	5.4	1163	1.1	2.9	4.0%	.	10.4%	i
> CCCCS/C(=C(/C#N)C(N)=O)c1cc2c([nH]1)CCCC2
  4.2	.	30.7	592	10.8*	0.95	i	12.0	11.9*	1139	1	10.3*	-12.2%	.	-16.3%	i
> Cc1nn(-c2ccccc2)c(N2CCCC2)c1/C=N/NC(=O)c1cc2ccccc2cc1O
  2.0	702	43.3	1359	7.9	0.61	i	4.8	5.1	1017	1	0.9	5.1%	-5.5	-3.5%	i
> COc1ccccc1CC(=O)Nc1ccccc1C(=O)O
  -0.6	811	2.2	882	7.8	0.83	i	4.8	3.7	1225	1	1.6	-6.6%	1.9	-13.1%	i
> NC(=S)N/N=C/c1coc2ccc(F)cc2c1=O
  0.4	728	53.9	1010	.	1.09	i	.	.	1341	.	.	.	-19.0	.	.
> Nc1ccc2nc(-c3cc(Cl)c(N)c(Cl)c3)[nH]c2c1
  1.5	569	27.1	.	0.6	.	i	1.7	4.4	432	1.1	2.6	-36.2%	-5.6	-31.1%	i
> Cc1ccc(-c2nnn(CC(=O)N(c3cccc(O)c3)C(C(=O)NC(C)(C)C)c3cccs3)n2)o1 (stereo not given)
  -6.4	.	15.0	1436	4.7	-0.09	i	5.7	3.9	830	1	2.6	-22.6%	.	-1.0%	i
> CN(C)CC(C(=O)c1ccccc1)c1ccccc1 (stereo not given)
  .	673	10.7	809	8.8	-0.68	i	15.7	8.8	.	1.1	2.5	6.8%	-7.3	3.3%	i
> Nc1cccc(-c2cc(-c3ccccc3)nc(-c3cccc(N)c3)n2)c1
  .	687	46.0	1498	0.0	0.36	i	-2.1	4.8	.	1.1	2.4	-1.1%	27.9	2.4%	i
> Oc1cccc(C2c3[nH]c4ccccc4c3CCN2Cc2ccoc2)c1 (stereo not given)
  -0.4	708	27.5	.	2.7	.	i	-0.8	0.8	1526	1	0.8	23.6%	-1.0	24.6%	i
> COC(=O)c1cn(NC(=O)c2cccc(N(C)C)c2)c(=O)c2ccccc12
  -0.7	.	58.9	1561	16.3	-0.54	i	39.2	10.1	1474	1.1	1.7	9.3%	.	7.6%	i
> Cc1ccc(OCC(=O)NC(=S)Nc2cccc(NC(=O)c3ccccc3Cl)c2)cc1
  0.6	673	38.0	.	5.3	.	i	10.0	3.3	958	1.1	3.6	11.2%	-8.1	9.0%	i
> O=C(COc1ccccc1[N+](=O)[O-])Nc1ccc2c(c1)OCO2
  -0.2	.	23.5	1480	2.0	0.39	i	15.1	3.0	1498	1	1.5	11.4%	.	27.6%	i
> COc1ccccc1-c1cc(C(=O)N2CCCCC2)no1
  0.7	.	22.1	1057	9.3	-0.33	i	.	2.2	1150	1.1	3.0	0.1%	.	-0.1%	.
> Cc1[nH]c2ccc(F)cc2c1CCN(Cc1cccnc1)C(=S)Nc1cccc(F)c1
  -3.6	676	37.0	1565	6.8	-1	i	3.1	5.1	1099	1.1	1.8	15.4%	-14.9	13.0%	i
> COc1ccccc1NC(=O)CSc1nnc(CNC(=O)c2ccco2)o1
  1.3	726	37.0	1262	7.1	-0.9	i	-11.2	1.9	1197	1.1	1.8	5.4%	9.4	1.3%	i
> COc1ccc(Cl)cc1N1C(=O)/C(=C\c2sccc2C)N=C1SCC(=O)NC1CC1
  -4.0	732	20.1	.	7.9	.	i	-11.7	2.5	1208	0.9	1.6	8.4%	-2.3	4.4%	i
> Cc1nnc(SCC(=O)N2CC(=O)Nc3ccccc32)n1-c1ccccc1
  -3.8	.	32.0	.	8.4	.	i	14.2	2.3	984	1.1	2.6	-4.6%	.	6.7%	i
> Cc1ccc(C(=O)O)cc1N1CCCC1=O
  -0.3	729	13.0	1351	1.5	-0.1	i	9.0	1.2	998	1	1.2	-17.0%	-3.5	-20.3%	i
> Cc1ccccc1NC(=O)NC(N)=O
  -1.0	695	7.8	1284	9.9	0.08	i	14.3	2.7	1038	1.1	1.8	8.9%	0.9	7.6%	i
> CO/C=C\C=C/c1nnn(-c2ccc(Cl)cc2)n1
  -0.2	716	35.2	1153	6.3	0.15	i	-11.6	2.0	546	1	2.8	3.0%	-3.3	6.6%	i
> CCCc1ncc(C(O)(c2ccccc2)c2ccc(C)cc2)n1C (stereo not given)
  1.2	518	34.9	1271	2.7	-0.48	i	-0.5	2.0	479	1.1	1.4	-7.0%	-2.2	-5.1%	i
> Cc1cccc(OCCCCCNCCO)c1
  2.6	.	.	971	8.7	-0.41	i	5.7	2.7	1182	1	2.3	7.4%	.	7.7%	i
> O=C(Cn1cc(C(F)(F)F)ccc1=O)N/N=C/c1ccc(Cl)c(Cl)c1
  0.7	666	30.2	1417	10.1	0.55	i	-3.4	3.4	1105	1	1.8	15.0%	2.1	21.1%	i
> O=C(Cn1cnc2c(oc3ccccc32)c1=O)NCC1CCCO1 (stereo not given)
  0.9	772	55.2	886	7.1	-0.76	i	37.7	1.3	1133	1.1	1.2	-1.7%	-7.1	-4.3%	i
> O=C(Nc1ccc(C2CC2(Cl)Cl)cc1)c1ccccc1Br (stereo not given)
  -0.2	668	46.3	1319	3.4	0.21	i	8.4	2.2	1121	1.1	2.3	16.5%	-3.3	0.4%	i
> COc1ccc(OC)c(C(=O)C2COC(=O)C2)c1 (stereo not given)
  1.7	776	45.2	1303	5.7	0.36	i	-0.1	3.7	965	1.1	2.7	11.3%	-4.1	6.7%	i
> Cc1ncccc1C(=O)N1CCCC(C(=O)c2ccc3c4c(cccc24)CC3)C1 (stereo not given)
  -0.9	706	57.7	1459	9.4	-0.42	i	8.9	3.9	1040	1	2.6	17.8%	-58.4	17.7%	i
> COC(=O)c1c(C)[nH]c(C(=O)CSc2nnnn2-c2ccccc2)c1C
  -0.4	720	49.5	.	4.2	.	i	4.3	1.3	1084	1.1	1.1	0.1%	-14.0	6.4%	i
> O=C(Nc1nnc(N2CCCCCC2)s1)c1cc(-c2ccc(Br)cc2)on1
  0.8	576	48.6	1467	8.4	-1.12	i	.	8.6	1079	1.2	1.6	7.0%	2.9	6.0%	.
> COc1cccc(NC(=O)c2cccc(OC)c2OC)c1
  .	683	29.2	1192	2.1	0.68	i	-8.3	3.2	.	1.1	1.1	1.2%	-38.4	-0.3%	i
> Cc1ccc(N2OC3C(=O)NC(=O)C3C2c2ccco2)cc1 (stereo not given)
  -2.8	695	20.2	1544	3.2	0.81	i	-8.8	5.4	1124	1	2.0	30.1%	24.2	15.8%	i
